Yp Topo-I inh: Y. pestis Topo-I inhibition via cleavage products; 360,000 compounds, 0.064% hits; Y. pestis Topo-I cleavage product accumulation, plate reader; activity, % at 10 µM; in the data active means activity above about 50%, passing the limit was not always enough; inconclusive means no clear call, values can overlap the other calls; further: inactives centre near 2
FadD28 binding: inhibitors of Mycobacterium tuberculosis FadD28 bisubstrate binding. FadD28 bisubstrate probe binding, fluorescence polarization. inhibition, % at 12.5 µM. 360,000 compounds, 0.22% hits; in the data active means inhibition above about 8.5%, passing the limit was not always enough; inconclusive means no clear call, values can overlap the other calls
Mtb BioA inh: blocks M. tuberculosis BioA enzyme activity | inhibition, % at 9.99 µM | purified M. tuberculosis BioA enzyme, plate reader | 360,000 compounds, 0.096% hits; in the data active means inhibition above about 40%; inconclusive means no clear call, values can overlap the other calls
GDH-TPI inh: inhibits GDH-TPI coupling enzymes, artifact for Mtb FBA screen; GDH-TPI coupled enzyme counterscreen, NADH absorbance; AID 588335; inhibition, % at 4.8 µM; 360,000 compounds, 1.2% hits; in the data active means inhibition above about 30%;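 further: 0% = DMSO wells and 100% = wells lacking the enzyme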
Mtb FBA inh: inhibits M. tuberculosis FBA enzyme; P9WQA3; purified M. tuberculosis FBA, fluorescence read-out; inhibition, % at 1 µM; 360,000 compounds, 2.3% hits; AID 588726; in the data active means inhibition above about 27%;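 further: 0% = vehicle and 100% = reference inhibitor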
Target sequence (P9WQA3 whole entry, looked up): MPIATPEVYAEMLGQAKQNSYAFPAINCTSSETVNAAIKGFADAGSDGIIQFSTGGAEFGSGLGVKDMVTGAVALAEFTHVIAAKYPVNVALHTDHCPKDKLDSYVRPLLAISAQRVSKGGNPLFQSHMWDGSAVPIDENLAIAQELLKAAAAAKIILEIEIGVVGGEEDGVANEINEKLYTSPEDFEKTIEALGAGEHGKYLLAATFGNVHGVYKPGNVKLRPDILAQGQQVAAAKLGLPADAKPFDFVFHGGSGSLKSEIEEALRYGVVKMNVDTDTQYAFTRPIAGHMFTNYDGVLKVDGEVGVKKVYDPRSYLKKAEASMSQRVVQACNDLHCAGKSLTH
TcdB inh: TcdB glycohydrolase inhibition. 350,000 compounds, 0.24% hits. TcdB glycohydrolase enzymatic assay, plate reader. inhibition, % at 9.99 µM; in the data active means inhibition above about 10%
PfHsp40 rescue: compounds rescuing yeast from Plasmodium falciparum HSP40 toxicity; growth rescue, % at 12.5 µM; 340,000 compounds, 0.68% hits; S. cerevisiae expressing PfHsp40, growth rescue, ATP luminescence; in the data active means growth rescue above about 28%, passing the limit was not always enough; inconclusive means no clear call, values can overlap the other calls;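 further: yeast W303a lacking pdr1 and pdr3 grown in galactose medium; growth measured after three days at 30 °C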
BH1578 lux ind: inducers of Vibrio cholerae quorum light production without autoinducers; V. cholerae BH1578 lux reporter, luminescence, 6 h; activation, % at 18.7 µM; 350,000 compounds, 0.16% hits; in the data active means activation mostly above about 9.7%, no sharp cut-off; inconclusive means no clear call, values can overlap the other calls; inactive means mostly below about 3.7%; further: not every result past the cut was called active; inactives centre near 0; reference of the scale not given here
Mtb UGM inh: inhibitors of M. tuberculosis UDP-galactopyranose mutase; P9WIQ1; purified UGM, fluorescence polarization probe displacement; inhibition, % at 10 µM; 320,000 compounds, 0.06% hits; in the data active means inhibition above about 10%, passing the limit was not always enough; inconclusive means no clear call, values can overlap the other calls
Target sequence (P9WIQ1 whole entry, looked up): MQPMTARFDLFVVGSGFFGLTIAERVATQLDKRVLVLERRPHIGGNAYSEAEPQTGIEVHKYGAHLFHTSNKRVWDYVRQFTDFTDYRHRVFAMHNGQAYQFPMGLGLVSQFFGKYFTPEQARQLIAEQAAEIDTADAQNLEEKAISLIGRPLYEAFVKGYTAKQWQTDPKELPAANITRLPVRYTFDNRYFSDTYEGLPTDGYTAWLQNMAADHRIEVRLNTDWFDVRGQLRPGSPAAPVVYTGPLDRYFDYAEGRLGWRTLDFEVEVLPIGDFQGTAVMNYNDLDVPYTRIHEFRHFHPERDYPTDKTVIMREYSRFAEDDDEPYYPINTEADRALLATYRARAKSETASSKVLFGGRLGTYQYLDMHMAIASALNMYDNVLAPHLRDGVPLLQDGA
Active calls of the source: *; i = inactive; ? = inconclusive; · = no result given; & = joins results of further samples.

SMILES	Yp Topo-I inh	FadD28 binding	Mtb BioA inh	GDH-TPI inh	Mtb FBA inh	TcdB inh	PfHsp40 rescue	BH1578 lux ind	Mtb UGM inh
CCS(=O)(=O)N1CCC(C(=O)NCCc2ccccc2)CC1	2.4	-2.2	-1.4	-0.8	-0.5	·	-0.6	-2.0	1.2
Nc1nc(=O)c2ccccc2s1	1.4	-1.4	·	10.6	0.8	-2.7	0.1	i	·
Cc1ncoc1C(=O)N1CCCC(CCC(=O)NCc2ccc(F)c(F)c2)C1 (centres undefined)	2.6	-0.6	0.6	2.9	1.3	1.1	-0.5	-0.4	0.0
COc1ccccc1NC(=O)Cn1nnc(C(=O)NCCc2ccccc2)c1N	3.0	0.4	0.5	7.0	2.9	·	1.2	i	0.7
COc1ccc(-c2cc([C@H]3[C@@H]4C=CCC[C@@]4(C)C(=O)N3Cc3ccccc3)ccc2F)cc1	36.2	-5.0	-2.1	3.5	3.2	0.1	-1.4	i	0.9
CC1(C)C(C=C(Cl)Cl)C1C(=O)OCc1cccc(Oc2ccccc2)c1 (centres undefined)	29.8	-0.7	1.3	8.2	-4.0	-1.4	0.4	i	1.1
COc1cccc(CN2CCN(C(=O)c3cc(-c4cccnc4)nc4ccc(C)cc34)CC2)c1	9.2	-2.5	·	3.7	2.9	1.2	1.8	i	-2.4
Cn1nc(C(F)(F)F)c(C#N)c1N1CCN(c2cccc(C(F)(F)F)c2)CC1	-2.6	-4.1	·	-13.6	-1.0	·	-0.3	-0.8	1.0
O=C(/C=C/c1cn(-c2ccccc2)nc1-c1ccccc1)Nc1ccc(C(=O)O)cc1	-4.8	-48.5	0.9	23.5	-5.3	0.7	-1.0	-0.6	0.3
Cn1c(=O)[nH]c(=O)c2c1nc(CN1CCOCC1)n2CCCO	-2.1	0.2	-0.7	3.8	2.5	1.7	0.0	i	1.4
CC(=O)Nc1c(C)nn(C(C)=O)c1C	1.3	0.2	1.0	1.9	3.6	·	-1.6	i	0.0
COc1ccc(CNS(=O)(=O)NCc2ccc(C)cc2)cc1OC	-2.6	-3.3	-0.7	1.3	-4.2	0.2	-0.1	-0.5	-3.2
O=C(Nc1ccc(CN2CCOCC2)cc1)c1ccc(Cl)cc1Cl	-2.9	-1.2	-0.3	18.4	0.5	0.2	0.9	i	1.2
CN(C)S(=O)(=O)n1cc(/C=C(\NC(=O)c2ccccc2F)C(=O)N2CCCCC2)c2ccccc21	-2.1	-3.3	-0.5	12.4	2.4	0.6	·	-0.8	·
Nc1nc(COC(=O)C2CC(=O)N(Cc3ccccc3Cl)C2)nc(Nc2ccccc2)n1 (centres undefined)	4.8	-3.7	-0.3	0.3	1.9	0.0	-0.2	i	-0.6
Cc1cc(C(=O)CSc2ncccn2)c(C)n1-c1cccc(F)c1	10.7	-3.8	0.1	4.8	1.1	·	-0.7	i	-2.6
CCN(CC)c1nc2n(c(=O)n1)CCN2CC	1.5	-0.6	·	-3.2	-2.4	·	-0.1	i	-2.9
Cn1nnnc1Sc1ncnc2scc(-c3cccc(S(C)(=O)=O)c3)c12	3.0	-2.1	4.8	7.8	1.4	1.1	-0.1	0.3	-0.6
CCCCNC(=O)C1COc2ccccc2O1 (centres undefined)	10.2	-2.0	-3.2	1.6	-0.8	0.1	-0.4	-0.6	0.0
CC(=O)N1CCN(c2ccc([N+](=O)[O-])c(-n3nc(C)cc3C)c2)CC1	-0.8	0.6	-1.0	4.1	-4.8	0.1	-0.8	-0.2	-0.2
CCC(=O)Nc1cccc(NC(=S)NC(=O)c2ccc(C)cc2)c1	11.0	0.8	·	8.9	0.2	0.4	-0.3	1.0	-4.4
CC1COC(C)(CC(=O)NN2C(=O)c3ccccc3C2=O)O1 (centres undefined)	5.7	-0.5	·	2.2	1.9	6.8	-0.7	0.2	1.6
Cc1nc(SCC(=O)N2CC(C)OC(C)C2)nc(C)c1C (centres undefined)	-11.3	-1.5	-0.7	7.5	-2.6	8.0	-0.4	i	-1.1
Cc1cc(C)cc(N(C(=O)CNC(=O)c2ccco2)C(C(=O)NC2CCCCC2)c2cccnc2)c1 (centres undefined)	-1.8	-0.6	-1.4	0.0	1.6	0.7	19.9	-1.5	0.1
COc1ccc(C)cc1S(=O)(=O)Nc1ccccc1C	-11.4	-3.8	0.9	-0.4	-1.7	·	-1.4	-0.7	1.3
CCOC(=O)C1(C)NC(c2ccc(OC)cc2OC)C2C(=O)N(c3cccc(OC)c3)C(=O)C21 (centres undefined)	-9.3	-0.7	-1.1	1.8	3.9	·	1.8	-1.3	-1.7
Cc1ccc(-n2cc(CN(C)Cc3nccn3C)c(-c3cccc(C)c3)n2)cc1	33.0	-3.9	·	-4.2	-2.3	1.5	2.5	-1.0	-0.7
Cc1ccccc1CNC(=O)/C=C\C(=O)O	-1.2	-2.2	·	7.5	-2.1	·	-0.3	i	1.4
CCOC(=O)Nc1sc2nc(C)cc(C)c2c1-n1cccc1	0.9	-1.9	0.8	8.4	-0.9	·	-0.1	-0.7	-2.4
Cc1nnc(Nc2ccc(C(=O)NCCO)cc2)c2ccccc12	1.1	-2.9	1.1	17.7	-1.2	·	-0.9	-0.2	1.2
O=C(OCc1ccccc1)/C(=C/c1cccc([N+](=O)[O-])c1)NC(=O)c1ccco1	14.8	-0.9	3.5	5.6	-0.6	-1.0	1.8	-1.1	2.3
COc1cc(CC(=O)OCC(=O)Nc2cc([N+](=O)[O-])ccc2Cl)cc(OC)c1OC	-9.3	-1.8	-2.8	-5.4	1.6	1.2	-0.5	-1.8	1.6
COCCn1nnnc1C(c1cccs1)N1CCN(c2ccccc2)CC1 (centres undefined)	-6.7	0.1	0.2	1.4	2.9	1.1	0.9	i	-2.1
Cc1ccc(S(=O)(=O)N2CCN(C(=O)[C@H](Cc3ccccc3)NC(=O)c3ccco3)CC2)cc1	8.9	-2.7	-1.3	-5.4	0.0	0.7	0.3	i	·
CCn1c(SCC(=O)NC2CCCC2)nnc1-c1ccncc1	-5.3	-0.8	-2.0	-2.2	0.7	1.7	0.0	-0.3	-1.0
O=C(NCc1ccc2c(c1)OCO2)C1CC(=O)N(c2ccc(Cl)cc2)C1 (centres undefined)	5.1	0.0	-0.5	-2.5	-1.3	0.8	0.4	-9.4	1.0

Structures above with a Cl atom (five):
SMILES	Yp Topo-I inh	FadD28 binding	Mtb BioA inh	GDH-TPI inh	Mtb FBA inh	TcdB inh	PfHsp40 rescue	BH1578 lux ind	Mtb UGM inh
CC1(C)C(C=C(Cl)Cl)C1C(=O)OCc1cccc(Oc2ccccc2)c1 (centres undefined)	29.8	-0.7	1.3	8.2	-4.0	-1.4	0.4	i	1.1
O=C(Nc1ccc(CN2CCOCC2)cc1)c1ccc(Cl)cc1Cl	-2.9	-1.2	-0.3	18.4	0.5	0.2	0.9	i	1.2
Nc1nc(COC(=O)C2CC(=O)N(Cc3ccccc3Cl)C2)nc(Nc2ccccc2)n1 (centres undefined)	4.8	-3.7	-0.3	0.3	1.9	0.0	-0.2	i	-0.6
COc1cc(CC(=O)OCC(=O)Nc2cc([N+](=O)[O-])ccc2Cl)cc(OC)c1OC	-9.3	-1.8	-2.8	-5.4	1.6	1.2	-0.5	-1.8	1.6
O=C(NCc1ccc2c(c1)OCO2)C1CC(=O)N(c2ccc(Cl)cc2)C1 (centres undefined)	5.1	0.0	-0.5	-2.5	-1.3	0.8	0.4	-9.4	1.0

(more compounds)
SMILES	Yp Topo-I inh	FadD28 binding	Mtb BioA inh	GDH-TPI inh	Mtb FBA inh	TcdB inh	PfHsp40 rescue	BH1578 lux ind	Mtb UGM inh
CCOc1ccc(NC(=O)N(CCN2CCOCC2)Cc2ccc3c(c2)CCCN3CC)cc1	-0.1	-1.6	0.3	0.0	1.4	·	0.4	i	0.5
C[C@H](NC(=O)CCCn1nnc2ccccc2c1=O)C(=O)O	7.9	-4.5	-1.1	-3.8	1.5	0.2	0.8	i	-1.4
Cc1ccnc(Nc2cccnc2)n1	·	-1.2	-1.3	·	-1.8	1.5	·	·	·
COc1ccc(CCN(C)C(=O)/C=C/c2c(Cl)nc3ccccn23)cc1OC	-0.8	-1.8	·	11.0	0.4	-2.0	-0.7	-0.2	-2.3
Cc1ccc(-c2csc(NC(=O)C[n+]3cc(-c4ccccc4)n4c3CCC4)n2)cc1	0.9	-6.5	0.9	-9.2	1.0	0.3	·	-0.8	-3.1
Cc1ncn(-c2ccccc2)c1-c1ccccc1	7.4	-4.7	0.7	1.4	2.1	0.8	1.5	i	-2.1
O=C(CN1CC(=O)Oc2ccccc21)OCC(=O)c1cccc(Br)c1	1.3	-1.5	-1.1	-5.6	-0.4	·	-0.4	-0.2	2.4
C[C@H](CO)N1C[C@H](C)[C@@H](CN(C)S(=O)(=O)c2ccccc2)Oc2c(NS(=O)(=O)c3ccc(F)cc3)cccc2C1=O	16.4	-2.6	1.2	0.0	-1.2	0.4&0.0	1.8	-1.5	2.5
Cc1ccc(OCC(=O)NNC(=O)CSc2ncc(C#N)c(N)n2)cc1	-5.1	-3.4	·	-2.9	-2.2	·	0.5	-0.4	2.1
Cc1cccnc1NC(=O)NC(=O)c1ccc(C(C)(C)C)s1	8.0	-2.3	·	7.3	-18.3	-1.4	1.7	i	-3.6
O=C(N/N=C/c1ccc([N+](=O)[O-])o1)C(=O)Nc1ccc(C(=O)O)cc1	-3.3	-0.2	-0.9	23.8	-2.5	-0.5	-0.7	i	4.7
O=C(COC(=O)Cc1cccc2ccccc12)Nc1ccccc1-c1ccccc1	35.9	-1.4	·	8.7	-6.5	0.8	-0.5	0.7	0.5
C/C(CCc1ccccc1)=N\NC(=O)C(=O)Nc1cccc(Cl)c1	2.3	-0.2	0.6	5.0	15.2	-1.8	1.5	0.4	-3.0
Cc1cc(OCC(=O)NNC(=O)c2ccncc2)ccc1C(C)C	3.1	-1.4	-0.9	3.5	-0.1	1.8	-0.9	-1.4	0.5
CC(=O)N1CCc2cc(S(=O)(=O)CCC(=O)Nc3cc(C)cc(C)c3)ccc21	2.9	-2.9	1.6	1.7	0.4	-0.4	0.0	i	-2.7
COc1cccc(-c2ccc3ncnc(NCc4cc(C)cs4)c3c2)c1	9.9	-9.7	0.0	12.6	5.5	1.0	?	-0.6	-2.2
O=C(COC(=O)C1CC(=O)N(c2ccc3c(c2)OCCO3)C1)Nc1ccc2c(c1)CCC2 (centres undefined)	31.9	-4.4	1.8	-12.8	0.8	·	-1.4	5.0	0.6
CC(NC(=O)CNC(=S)N(Cc1cccs1)C1CCCC1)c1ccccc1 (centres undefined)	-1.5	-6.6	4.0	-6.9	-0.7	2.2	-0.4	-0.2	-0.5
CC(C)OC(=O)CCNc1n[nH]c(=O)[nH]c1=O	-1.8	-1.8	0.0	13.7	-0.4	·	-1.6	-5.6	3.5
CCOc1ccccc1NC(=O)c1nc(S(=O)(=O)Cc2ccccc2)ncc1Cl	9.7	-3.7	1.0	0.4	-0.9	0.3	-0.3	i	-1.0
Cc1nc(Oc2ccccc2)c2ccccc2n1	-2.0	-0.4	·	1.8	-0.6	·	0.2	i	3.3
Cc1ccccc1N1CC2=C(C1=O)C(c1ccccc1)NC(=O)N2C (centres undefined)	0.5	0.2	-1.8	-6.9	2.9	0.2	0.1	-0.6	1.1
O=C(NCc1ccc(F)cc1)C(c1ccccc1)c1ccccc1	1.6	-1.0	-2.0	6.0	0.9	1.5	-2.0	-2.3	2.1
NS(=O)(=O)c1ccc(CNC(=S)NC(=O)c2ccco2)cc1	-3.3	-0.8	·	-3.2	2.0	2.3	0.3	1.1	0.2
O=C(NCCc1ccccc1)C(=O)NCC1(c2ccccc2)CCCC1	4.8	-0.5	0.6	0.6	3.0	·	-1.3	-0.4	-1.3
COc1ccc(C(=O)NCCCNC(=O)c2cccnc2)cc1OC	7.4	1.0	0.2	0.8	2.0	2.4	-0.7	i	0.7
O=C(CNCCO)N1CCc2ccccc21	3.5	-3.9	-0.1	-0.8	-0.1	·	-1.3	i	·
CN(c1cccc(NC(=O)CN(c2cccc(F)c2)S(C)(=O)=O)c1)S(C)(=O)=O	-15.6	-4.3	1.9	-2.2	1.4	2.8	4.2	-0.5	0.7
O=C(COC(=O)C1(c2ccccc2)CC1)NNC(=O)c1ccccc1F	-3.2	-3.7	-0.4	1.4	-3.7	3.1	-0.7	i	0.0

Screening results: PubChem BioAssay, several laboratories
